From PubChem BioAssay
RECQ1 inh: blocks DNA unwinding by human RECQ1 | AID 2549 | P46063 | actives 0.54% (n = 240,000) | Potency, µM (top dose mostly 57.3 µM), for inactives: top-dose activity, negative = inhibition, usual class: inhibitors | RECQ1 DNA unwinding, red fluorescence kinetic read;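 further: plate controls were vehicle for no effect and no enzyme for full effect; nearly all actives have a fitted effect of over 30% in size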
Target sequence (P46063 whole entry, looked up): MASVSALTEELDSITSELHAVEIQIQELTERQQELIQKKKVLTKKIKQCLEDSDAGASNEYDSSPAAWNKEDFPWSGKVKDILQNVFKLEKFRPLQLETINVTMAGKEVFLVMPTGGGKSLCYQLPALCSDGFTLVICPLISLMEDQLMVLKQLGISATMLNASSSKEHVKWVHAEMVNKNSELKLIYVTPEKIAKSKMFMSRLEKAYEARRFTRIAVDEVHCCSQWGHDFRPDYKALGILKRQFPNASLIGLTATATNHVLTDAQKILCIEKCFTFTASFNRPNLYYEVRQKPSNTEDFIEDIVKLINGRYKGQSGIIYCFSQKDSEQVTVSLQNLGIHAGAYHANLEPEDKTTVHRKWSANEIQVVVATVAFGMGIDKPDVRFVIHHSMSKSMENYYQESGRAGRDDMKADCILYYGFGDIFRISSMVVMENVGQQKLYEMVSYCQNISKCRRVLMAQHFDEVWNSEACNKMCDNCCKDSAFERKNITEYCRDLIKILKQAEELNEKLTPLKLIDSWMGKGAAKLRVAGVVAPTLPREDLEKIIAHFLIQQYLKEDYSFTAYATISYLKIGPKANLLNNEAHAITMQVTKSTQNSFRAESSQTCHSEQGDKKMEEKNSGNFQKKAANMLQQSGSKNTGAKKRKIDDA
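RECQ1T1 50 nM; forked duplex (20 bp + 30-nt ss tails) 200 nM, ATP 2 mM final; pH 8.0, 2 mM MgCl2, 2.5 ug/ml poly(dI-dC); 15 min compound preincubation; discontinuous kinetic read over 2 h at RT.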
KDM4E inh: JMJD2E (human) inhibition; B2RXH2; JMJD2E catalytic domain, FDH-coupled NADH fluorescence (FDH is formaldehyde dehydrogenase); Potency, µM (titrated, usually from 57.1 µM), without a hit: at the highest dose activity change, negative = inhibition, usual class: inhibitors; actives 1.6% (n = 230,000); active means well fitted inhibition curve with a large enough effect, not every such curve was filed as active; inconclusive means small, poorly fitted or top-dose-only effect, or another doubt; inactive means no such curve, though single readings can be large or run the other way;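 further: 0% = wells with enzyme and -100% = buffer wells without enzyme; nearly all actives have a fitted effect of over 50% in size; many of its hits are not listed in these tables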
GoLoco inh red: RGS12 GoLoco-Gai1 interaction inhibition; P63096; Gai1:RGS12 GoLoco peptide FP, rhodamine, 10 min; Potency, µM (top dose mostly 61.6 µM), inactives show top-dose activity, negative = inhibition, actives largely listed as inhibitors; actives 0.44% (n = 230,000); active means well fitted inhibition curve with a large enough effect, not every such curve was filed as active; inactive means no such curve, though single readings can be large or run the other way; further: on the % scale 0 is the no-effect control and ±100 the full control effect; nearly all actives have a fitted effect of over 30% in size; many of its hits are not listed in these tables
Target sequence (P63096 whole entry, looked up): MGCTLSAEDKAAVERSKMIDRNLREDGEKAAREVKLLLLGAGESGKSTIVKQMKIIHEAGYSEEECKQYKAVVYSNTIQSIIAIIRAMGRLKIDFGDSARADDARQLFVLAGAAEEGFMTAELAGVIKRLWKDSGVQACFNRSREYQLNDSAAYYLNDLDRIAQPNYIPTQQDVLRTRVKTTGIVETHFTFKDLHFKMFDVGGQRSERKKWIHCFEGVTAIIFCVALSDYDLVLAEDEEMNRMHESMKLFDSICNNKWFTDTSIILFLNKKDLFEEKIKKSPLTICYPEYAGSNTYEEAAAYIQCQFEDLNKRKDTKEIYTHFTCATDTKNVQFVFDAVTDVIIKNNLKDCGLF
NPSR antagonist: antagonists of human neuropeptide S receptor cAMP signaling. Q6W5P4. CHO-NPSR cells, cAMP TR-FRET, antagonist mode. Potency, µM (series often up to 38.3 µM), for inactives: at the highest dose activity change, negative = inhibition, most hits filed as inhibitors. AID 1461. actives 1% (n = 220,000); further: on the % scale 0 is the no-effect control and ±100 the full control effect; nearly all actives have a fitted effect of over 50% in size; many of its hits are not listed in these tables
Luc counter: counter-screen: inhibitors of Kinase-Glo firefly luciferase | Q27757 | Kinase-Glo luciferase, ATP luminescence, 8 min | Potency, µM (titrated, usually from 38.3 µM), inactives show at the highest dose activity change, negative = inhibition, most hits filed as inhibitors | actives 0.28% (n = 200,000) | AID 1379; further: on the % scale 0 is the no-effect control and ±100 the full control effect; nearly all actives have a fitted effect of over 60% in size
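Compounds were added to a substrate mix at pH 7.2 (50 mM imidazole, 10 uM ATP, within the enzyme's linear range), followed by Kinase-Glo detection reagent; luminescence was measured after 8 minutes at ambient temperature.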
Epigenetic derep: derepresses silenced GFP reporter in murine cells; murine LDR cells, GFP reporter derepression, 30 h; Potency, µM (top dose mostly 53.9 µM), inactives show at the highest dose GFP activation, usual class: activators; actives 0.2% (n = 280,000); AID 1865; further: % of control where 0% means no effect; nearly all actives have a fitted effect of over 60% in size
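Readout is the number of GFP-expressing murine LDR cells, counted by cytometry following washing. Cells were treated with compound for 30 h at 37 C; the stably integrated CMV-GFP locus is normally silent.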
IMPase Li cell: membrane-permeable IMPase blocker, potentiated with lithium. CHO-M1 cells, IP1 TR-FRET (IP-One), carbachol + lithium. Potency, µM (doses to about 59.4 µM), without a hit: at the highest dose activity, negative = IMPase inhibition, most hits filed as inhibitors. actives 0.35% (n = 210,000). AID 1457;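 further: IP1 builds up when IMPase is blocked and the TR-FRET signal falls; plate controls were basal vehicle for no effect and high inhibitor control for full effect; nearly all actives have a fitted effect of over 50% in size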
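CHO cells stably expressing M1 receptor (2000/well) were cultured 16–30 h, then exposed to compounds with a small lithium addition for 30 min at 37C. IP1 was measured by TR-FRET competition; AC50 from Hill fits.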
SMN2 splice up: increases expression of the SMN2 splice variant | HEK293 SMN2-luciferase splicing reporter, luminescence, 30-36 h | Potency, µM (highest dose often 46.1 µM), inactives show at the highest dose activity change, positive = activation, usual class: activators | actives 2.8% (n = 210,000) | AID 1458; further: % of control where 0% means no effect; nearly all actives have a fitted effect of over 55% in size
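HEK293 cells carry an SMN2 minigene-luciferase reporter in which exon 7 inclusion puts luciferase in frame. Cells were seeded at 2000 cells/well, attached for 10-12 hours, then exposed to compounds for 30-36 hours at 37C before ONE-Glo luminescence.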
Starred values were filed as active, the others as inactive; i = inactive; ? = inconclusive; / = no result given; & = joins results of further samples; [ ] = another dose, or the depositor's remark. Unless noted, the call rests on the fitted dose curve; in most records, active means well fitted curve in the direction sought with a large enough effect; inconclusive means small, poorly fitted or top-dose-only effect, or another doubt; inactive means no such curve, though single readings can be large; an effect the other way counts as inactive or inconclusive. Potency means the concentration at half of the fitted maximal effect. Only part of the results is shown, so the mix of outcomes need not match the whole.

#	SMILES	RECQ1 inh	KDM4E inh	GoLoco inh red	NPSR antagonist	Luc counter	Epigenetic derep	IMPase Li cell	SMN2 splice up
1	Cc1sc(NC(=O)c2cc(-c3ccc(Cl)cc3)nc3ccccc23)c(C(N)=O)c1C	i	-7%	12%	-7%[46.1 µM]	0%	1.1%	0%[38.3 µM]	-18%
2	CCCCNC(=O)Cc1ccc(C)cc1	-13%	10%	-9%	12%	3%	11%	-1%	-5%
3	CCCCC(=O)OC1CCC2C3CCc4cc(O)ccc4C3CC[C@]12C (stereo not given in full)	7%	-2%	-5%	/	-7%	18%	18%	-49%[inhibitor]
4	COc1ccccc1C(=O)Nc1ccc(S(=O)(=O)N2CCOCC2)cc1	-12%	-5%	11%	-10%[46.1 µM]	5%	-0.8%	15%[38.3 µM]	-17%
5	Cc1ccc(NC(=O)C(=O)NCc2ccc(/C=N/NC(=O)c3c(C)nc4ccccn34)o2)cc1	-8%	-13%	74%[activator]	7%	-2%	2.0%	15%	?
6	O=C(COC(=O)c1cccc(S(=O)(=O)N2CCCC2)c1)Nc1ccccc1	-5%	6%	3%	16%	1%	1.9%	-1%	-20%
7	Cc1ccc(Nc2n[nH]c(C)c2[N+](=O)[O-])cc1C	-4%	-4%	5%	21%	-6%	-1.0%	-1%	11µM*
8	NNC(=O)CCc1ccc2ccc3ccccc3c2c1	/	/	5%[14.2 µM]	/	2%[7.66 µM]	/	10%	-14%[9.22 µM]
9	Cn1c(=O)c([N+](=O)[O-])c(NCc2ccccc2)c2ccccc21	0%	6%	14%	-12%[46.1 µM]	-1%	0.0%	17%[38.3 µM]	-8%
10	COCCNC(=O)CSc1nc2cc3c(cc2c(=O)n1CCCC(=O)NCCc1ccc(OC)c(OC)c1)OCO3	-5%	-7%	0%	9%	12%	0.0%&-0.5%	-2%	-36%[inhibitor]
11	CCOC(=O)CN1C(=O)N[C@@H](c2ccccc2)[C@H](C(=O)OC)[C@H]1C	0%[11.5 µM]	1%[11.4 µM]	4%[14.2 µM]	/	-6%[7.66 µM]	/	0%	0%[9.22 µM]
12	c1ccc(-c2cccc(N3CC[C@@]4(CCCNC4)C3)c2)cc1	-6%	/	-6%	/	-3%	/	9%	-15%
13	N/C(=N\OC(=O)c1cc(Cl)ccc1Cl)c1cccnc1	-16%	6%	6%	-1%[46.1 µM]	-5%	-0.2%	3%[38.3 µM]	?
14	Cc1nc(N2CCOCC2)c2nc(-c3ccccc3)n(CCN3CCOCC3)c2n1	3%	?	-3%	/	-6%	0.3%	-9%	9%
15	CC(C)C(c1nnnn1CCc1ccccc1)N1CCOCC1 (stereo not given)	i	-2%	1%	9%[46.1 µM]	11%	0.0%	7%[38.3 µM]	-3%
16	COc1ccc(C(=O)N2CCN(S(=O)(=O)c3ccccc3)CC2)c(OC)c1	i	2%	6%	-7%[46.1 µM]	1%	-2.1%	18%[38.3 µM]	38%
17	CC1(C)CN2C(=O)c3ccccc3C2(C)S1 (stereo not given)	-2%	-2%	11%	-4%	-2%	-0.5%	-4%	-4%
18	COc1ccc(-n2nnnc2SCC(=O)c2cc3ccccc3o2)cc1	-10%	11%	98%[activator]	19%[7.67 µM]	-2%	4.1%	-14%[38.3 µM]	-23%
19	CN(C)S(=O)(=O)N1CCN(CC(O)COc2ccc(C(=O)c3ccccc3)cc2)CC1 (stereo not given)	-8%	2%	-4%	-2%[46.1 µM]	-3%	1.0%	33%[38.3 µM]	/
20	COc1ccc(CNC(=O)C(NS(=O)(=O)c2ccc3c(c2)CCCN3C(C)=O)C(C)C)cc1 (stereo not given)	i	2%	-6%	-9%[46.1 µM]	-2%	-0.9%	-6%[38.3 µM]	-8%
21	Cc1ccc(-c2cccc(C(=O)NCCc3ccccc3)n2)c2ccccc12	-10%	?	3%	-16%	3%	5.3%	13%	5%
22	CC(C)C(=O)Nc1ccc(S(=O)(=O)Nc2ccccn2)cc1	-3%	?	-15%	22%	2%	-1.3%	1%	-35%[inhibitor]
23	O=C1Nc2ccc(S(=O)(=O)NCC3CCCO3)c3cccc1c23 (stereo not given)	-4%	?	12%	-17%	/	1.9%	/	/
24	CC1CCN(CC[S-])CC1.O.O.[Cl][Pt]	/	/	2%[14.2 µM]	/	-5%[7.66 µM]	/	-1%	-4%[9.22 µM]
25	Cc1ccsc1C(C(=O)NC1CCCCC1)N(C(=O)Cc1cccs1)C1CC1 (stereo not given)	-5%	6%	1%	-10%[46.1 µM]	0%	0.0%	11%	-1%
26	Cc1ccc(-c2nn(-c3ccccc3)cc2C=O)o1	?	?	25%	-21%	-2%	4.0%	2%	10µM*
27	COc1ccc(-c2nc(N)n[nH]2)cc1	-5%	?	7%	-10%[46.1 µM]	3%	14%	-14%[38.3 µM]	10%
28	Fc1ccc(C(c2nnnn2Cc2cccs2)N2CCN(C3CCCCC3)CC2)cc1 (stereo not given)	i	0%	8%	-17%[46.1 µM]	-4%	-1.0%	33%[activator][38.3 µM]	?
29	Cc1ccc(COc2ccsc2C(=O)NN)cc1	-5%	8%	5%	1%	0%	-0.3%	13%	-25%
30	COc1cc(OC)c(OC)cc1/C=N/NC(=O)C[n+]1ccccc1	-1%	0%	3%	14%	0%	1.0%	1%	-5%
31	COc1ccc(CNC(=O)c2c(-c3cc(Cl)c(OC)c(Cl)c3)noc2C)cc1	-7%	3%	1%	-30%[46.1 µM]	2%	-1.0%	?	-14%
32	Cc1c(-c2nnc(-c3ccc(C(F)(F)F)cc3)o2)cnn1-c1ccccc1	i	?	10%	-2%[46.1 µM]	0%	1.8%	3%[38.3 µM]	-39%[inhibitor]
33	Oc1c(N=Nc2ccccc2)sc2ccccc12	-12%	-7%	80%[activator]	?	/	17%	/	/
34	Cc1cn(-c2ccc(Br)cc2)[nH]c1=O	-3%	-19%	4%	?	0%	-3.4%	4%	21%
35	COc1ccc(C2CC(c3ccc(C)cc3)Nc3nc(N)nn32)cc1 (stereo not given)	i	6%	-9%	9%[7.67 µM]	0%	1.2%	7%[38.3 µM]	-5%
36	O=C(N/N=C/c1ccc2ccccc2c1)c1ccc(COc2ccc3c(c2)CCC3)o1	i	/	6%	-16%[46.1 µM]	-1%	-2.6%	18%[38.3 µM]	?
37	N#CCCN(C(=O)c1ccco1)c1ccccc1	-6%	1%	/	0%[46.1 µM]	/	-7.2%	/	/
38	CSc1ccccc1NC(=O)COC(=O)c1ccccc1O	i	13%	0%	-15%	-3%	-0.5%	3%	6%
39	Cc1cc(C(F)(F)F)nn1-c1nc(-c2ccco2)cc(C(F)(F)F)n1	i	?	8%	-11%[46.1 µM]	-8%	-1.9%	-6%[38.3 µM]	-6%
40	CCCCCCCCOC(=O)CCn1[nH]c(=O)c2ccccc2c1=O	-4%	-24%	6%	-23%[46.1 µM]	-1%	-0.9%	-5%[38.3 µM]	4%
41	COc1ccc(N(CC(=O)N/N=C(\C)c2cccs2)S(=O)(=O)c2ccccc2)cc1Cl	-8%	-5%	-2%	-30%	3%	-5.0%	4%	18%
42	CCOc1ccccc1NC(=O)CN(C)S(=O)(=O)c1cccc2nsnc12	-3%	6%	7%	6%[46.1 µM]	1%	-0.8%	13%	-19%
43	CCOc1cc(C2C(C(=O)N3CCCCC3)=C(C)NC3=C2C(=O)CCC3)cc(Br)c1O (stereo not given)	-3%	-26%	-15%	-5%[46.1 µM]	-4%	-1.1%	31%[38.3 µM]	/
44	CCn1nnnc1SCC(=O)c1ccc2c(c1)OCCO2	2%	-1%	3%	-1%[46.1 µM]	-10%	1.8%	-31%[38.3 µM]	-4%
45	CC1CC(=O)Nc2ccccc2N1C(=O)CN1CCN(c2ccccc2)CC1 (stereo not given)	-2%	2%	-6%	9%	0%	2.5%	-7%	5%
46	O=C(N/N=C\c1ccc2c(c1)OCO2)c1ccco1	-9%	?	/	3%[46.1 µM]	/	1.0%	/	/
47	O=C(COc1ccc(/C=N/NC(=O)C(=O)N2CCCCC2)cc1)Nc1ccccc1Cl	-15%	6%	14%	6%	2%	2.4%	8%	-43%[inhibitor]
48	COC(=O)[C@H](CCSC)NC(=O)NCCc1ccc(F)cc1	8%	10%	7%	-6%[46.1 µM]	-4%	-1.0%	39%[38.3 µM]	6%
49	COc1ccc(NC(=O)Cn2c(=O)n(-c3ccc(CC(=O)NCc4ccco4)cc3)c(=O)c3ccccc32)cc1	-4%	-16%	0%	14%	6%	5.2%	-2%	-11%
50	O=C(NCc1ccccc1)c1ccc(CN2CCOCC2)cc1	-7%	8%	5%	-11%[46.1 µM]	-2%	-1.8%	9%[38.3 µM]	-7%

Next part:
#	SMILES	RECQ1 inh	KDM4E inh	GoLoco inh red	NPSR antagonist	Luc counter	Epigenetic derep	IMPase Li cell	SMN2 splice up
51	O=C(NNc1ccccc1)C(=O)NNS(=O)(=O)c1ccc([N+](=O)[O-])cc1	3%	-1%	7%	19%	3%	2.0%	-1%	-48%[inhibitor]
52	CCc1ccc(NC(=O)c2cc(C(C)C)on2)cc1	-2%	1%	-10%	-16%[46.1 µM]	-17%	-0.9%	14%[38.3 µM]	1.4µM*
53	NC(=O)c1ccc(NC(=O)c2ccccc2S(=O)(=O)c2ccccc2[N+](=O)[O-])cc1	0%	19%	6%	16%	-1%	1.0%	9%	9%
54	Cc1cc(Br)ccc1SCC(=O)OCC(=O)NCc1ccc2c(c1)OCO2	-7%	-3%	-12%	-10%[46.1 µM]	-1%	0.0%	-5%	16%
55	COC(=O)c1ccc2c(=O)n(Cc3ccco3)c(SCC(=O)Nc3ccccc3Cl)nc2c1	-4%	-10%	7%	-8%[46.1 µM]	-2%	9.5%	-6%[38.3 µM]	17%
56	COc1ccc2c(Cl)cc(NC(=S)Nc3ccccc3)nc2c1	/	/	8%[14.2 µM]	/	-1%[7.66 µM]	/	6%	-4%[9.22 µM]
57	O=CCCCC=O	-5%	/	6%	/	/	/	-11%	3%
58	CCOC(=O)Nc1ccc2c(COC(=O)CNS(=O)(=O)c3ccc(NC(C)=O)cc3)cc(=O)oc2c1	i	?	4%	-25%	0%	7.0%	-10%	2%
